USP2a inh: blocks human ubiquitin-specific protease USP2a; O75604; USP2 core, Ub-CHOP2 coupled fluorogenic reporter, 485/531; Potency, µM (series often up to 38.3 µM), for the others: at the top dose activity change, negative = inhibition, hits mostly inhibitors; 330,000 compounds, 0.01% hits; AID 463254;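 further: potency means the concentration at half of the fitted maximal effect; plate controls were DMSO wells for no effect and full inhibition by NEM control for full effect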
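USP2 core (10nM final) preincubated 30min RT with compound in 20mM Tris-HCl pH 8.0, 2mM CaCl2, 2mM beta-mercaptoethanol, 0.05% CHAPS; 25nM Ub-CHOP2 plus 25nM reporter substrate added, fluorescence (Ex485/Em531) read after 60min.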
KCNH2 3.1 block: blocks the human KCNH2 3.1 channel isoform. U2OS KCNH2 3.1, thallium flux FluxOr; stronger effect = lower value. activity change, % (tested at about 1.8 µM). 340,000 compounds, 0.95% hits;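 active means maximum activity change below -70%; inconclusive means maximum activity change from -70% to -50%; inactive means maximum activity change above -50%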;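 further: thallium influx rate constant from kinetic fluorescence after stimulation buffer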
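Normalized rate constant (relative to positive and negative DMSO controls) derived from a 2 min kinetic fluorescence read after stimulation; U2OS cells expressing the 3.1 isoform via virus at 1.77 x 10^8 /mL.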
PKM2 act: increases activity of human pyruvate kinase M2; P14618; purified PKM2, Kinase-Glo ATP luminescence, activation; response scale: 0% is enzyme alone, no compound; Potency, µM (titrated, usually from 57.5 µM), without a hit: at the highest dose activation, most hits filed as activators; 260,000 compounds, 0.34% hits; AID 1631; further: potency means the concentration at half of the fitted maximal effect; nearly all actives have a fitted effect of over 55% in size
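Kinase-Glo luminescence reports ATP generated from ADP (0.1 mM) and PEP (0.5 mM) by purified hPK-M2 after 1 h at room temperature, pH 7.2 imidazole buffer; intermediate enzyme activity allows detecting inhibitors and activators.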
hERG WT inh: KCNH2 (human, wildtype) channel inhibition; Q12809; U2OS, BacMam KCNH2, thallium flux FluxOr; stronger effect = lower value; activity change, % at 1.84 µM; 340,000 compounds, 0.37% hits;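 active means maximum activity change below -70%; inconclusive means maximum activity change between -70% and -50%; inactive means maximum activity change above -50%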
Target sequence (Q12809 whole entry, looked up): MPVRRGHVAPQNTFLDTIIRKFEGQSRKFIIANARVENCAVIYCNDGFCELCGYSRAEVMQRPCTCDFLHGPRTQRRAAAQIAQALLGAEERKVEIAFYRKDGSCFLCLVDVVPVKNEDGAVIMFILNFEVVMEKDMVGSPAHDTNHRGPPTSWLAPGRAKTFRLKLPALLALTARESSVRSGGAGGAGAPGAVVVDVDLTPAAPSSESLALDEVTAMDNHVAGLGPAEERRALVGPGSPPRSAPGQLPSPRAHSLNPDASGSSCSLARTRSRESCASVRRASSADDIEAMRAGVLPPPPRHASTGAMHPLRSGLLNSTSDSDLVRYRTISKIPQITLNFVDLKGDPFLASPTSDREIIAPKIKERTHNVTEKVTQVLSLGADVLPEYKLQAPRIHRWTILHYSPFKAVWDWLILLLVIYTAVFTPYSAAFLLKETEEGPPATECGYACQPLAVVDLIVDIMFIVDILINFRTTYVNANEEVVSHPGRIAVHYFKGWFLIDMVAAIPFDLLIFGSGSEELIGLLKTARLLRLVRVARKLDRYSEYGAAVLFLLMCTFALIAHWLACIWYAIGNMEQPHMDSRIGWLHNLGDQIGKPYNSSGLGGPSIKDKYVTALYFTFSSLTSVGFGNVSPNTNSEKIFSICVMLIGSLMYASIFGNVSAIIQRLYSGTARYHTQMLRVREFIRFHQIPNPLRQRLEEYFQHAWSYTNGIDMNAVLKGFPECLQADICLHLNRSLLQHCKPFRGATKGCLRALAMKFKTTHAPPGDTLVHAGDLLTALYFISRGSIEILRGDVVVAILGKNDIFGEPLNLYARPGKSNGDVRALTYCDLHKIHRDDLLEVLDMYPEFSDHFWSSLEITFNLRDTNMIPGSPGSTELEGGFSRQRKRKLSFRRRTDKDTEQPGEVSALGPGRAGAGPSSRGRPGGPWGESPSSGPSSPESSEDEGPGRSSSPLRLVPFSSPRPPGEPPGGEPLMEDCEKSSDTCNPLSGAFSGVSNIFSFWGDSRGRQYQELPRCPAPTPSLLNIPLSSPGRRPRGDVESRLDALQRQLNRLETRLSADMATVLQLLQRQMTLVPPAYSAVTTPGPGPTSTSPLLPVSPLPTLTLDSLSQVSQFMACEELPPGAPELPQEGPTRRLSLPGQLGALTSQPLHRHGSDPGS
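U2OS cells transduced with wild-type KCNH2 virus are loaded with FluxOr dye for 45 min, and thallium flux is measured in kinetic reads before and after stimulation buffer. Rate constants are normalized to DMSO controls.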
GALK inh: inhibitors of human galactokinase. 270,000 compounds, 0.007% hits. AID 1868. P51570. Potency, µM (top dose mostly 57.5 µM), without a hit: top-dose activity change, negative = inhibition, most hits filed as inhibitors. Purified GALK, Kinase-Glo residual ATP luminescence; further: potency means the concentration at half of the fitted maximal effect
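Luminescence from leftover ATP (Ultra-Glo luciferase/luciferin) served as read-out after a 1 h room-temperature reaction of 5 nM GALK with 35 uM ATP and 100 uM galactose.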
FBPA coupling cs: counter-screen for Giardia aldolase inhibitors: coupling enzyme system; activity change, negative = inhibition, % at 58.2 µM, hits read low; coupling enzyme system counterscreen, AmpLite Red fluorescence; 290,000 compounds, 0.67% hits; AID 2472; in the data active means activity change below about -30%
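Final compound at 57.5 uM, incubated 10 min at RT with coupling enzyme reagent (glyceraldehyde-3-phosphate), then 20 min with substrate and AmpLite Red detection. Fluorescence read at 525/598 nm; tests interference with the coupling assay, not aldolase inhibition.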
uPA generation: cell surface uPA generation inhibition; cell surface uPA generation assay, qHTS; AID 540303; Potency, µM (doses to about 38.3 µM), for the others: at the highest dose activity change, negative = inhibition, most hits filed as inhibitors; 330,000 compounds, 0.31% hits; active means well fitted inhibition curve with a large enough effect; inconclusive means small, poorly fitted or top-dose-only effect; inactive means no such curve, though single readings can be large or run the other way; tested in mouse RAW 264.7 cells; further: potency means the concentration at half of the fitted maximal effect; nearly all actives have a fitted effect of over 55% in size
Eya2 inh: Eya2 (human) phosphatase inhibition; O00167; recombinant Eya2, OMFP fluorescence dephosphorylation (OMFP is methylfluorescein phosphate); Potency, µM (doses to about 76.9 µM), inactives show at the highest dose activity, negative = inhibition, actives largely listed as inhibitors; 330,000 compounds, 0.006% hits; AID 488837; further: potency means the concentration at half of the fitted maximal effect
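Eya2 (0.2 uM) preincubated 10 min at ambient with compound, then OMFP substrate added at 50 uM; 10 min reaction in 50 mM HEPES pH 7.5, 50 mM NaCl, 5 uM MgCl2, 0.05% BSA, 1 mM DTT. Fluorescence read at Ex 485/Em 525 nm.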
B2AR arrestin: recruits beta-arrestin to the human beta2-adrenergic receptor; beta-arrestin recruitment to beta2AR, cell-based reporter; Potency, µM (doses to about 46.1 µM), for the others: at the highest dose activation, usual class: activators; 330,000 compounds, 0.02% hits; AID 492947;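 further: potency means the concentration at half of the fitted maximal effect; 0% = DMSO controls and full agonism = EC100 isoproterenol or metaproterenol; nearly all actives have a fitted effect of over 65% in size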
Giardia killer: kills Giardia lamblia | Giardia lamblia trophozoite viability | activity change, % at 7.66 µM, hits read low | 340,000 compounds, 0.15% hits | AID 540267; in the data active means activity change below about -80%; inconclusive means between about -30% and that limit;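 further: parasites exposed to compound for two days anaerobically before the ATP read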
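Anaerobic 48 hrs incubation at 37 deg C of 100 trophozoites/well with test compounds; ATPLite 1-Step luminescence, 15-30 min RT, reports cellular ATP as viability.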
Chronic BCR inh: chronic active BCR signaling inhibition | ABC-DLBCL IkBa-CBG/CBR reporter, luminescence ratio, 4 h | Potency, µM (series often up to 46.1 µM), for the others: at the top dose ratio change, negative = lower green/red ratio, hits mostly inhibitors | 340,000 compounds, 0.05% hits | AID 493014; active means well fitted inhibition curve with a large enough effect in the signal ratio, with a control signal flat, not every such curve was filed as active; inconclusive means small, poorly fitted or top-dose-only effect, or effect the other way, or a change in a side signal; the % refers to the signal ratio;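 further: potency means the concentration at half of the fitted maximal effect; plate controls were basal doxycycline-induced cells for no effect and cells given 10 µM MG132 for full effect; MG132 reads +100%, hits lower the ratio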
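TMD8 human ABC-DLBCL cells with doxycycline-inducible IκBα–green luciferase fusion and unfused red luciferase, in 0.5% FBS medium; compounds up to 46 uM, 4 h at 37C. Green/red luminescence ratio, filter-overlap corrected, fitted to concentration-response curves.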
Active calls of the source: *; ? = inconclusive; / = not tested or not shown; [ ] = remark or other dose. Unless noted, the call rests on the fitted dose curve; in most records, active means well fitted curve in the direction sought with a large enough effect; inconclusive means small, poorly fitted or top-dose-only effect, or another doubt; inactive means no such curve, though single readings can be large; an effect the other way counts as inactive or inconclusive. Unless noted, on the % scale 0 is the no-effect control and ±100 the full control effect.

SMILES	USP2a inh	KCNH2 3.1 block	PKM2 act	hERG WT inh	GALK inh	FBPA coupling cs	uPA generation	Eya2 inh	B2AR arrestin	Giardia killer	Chronic BCR inh
CCN(CC)CCNC(=O)c1ccc(NC(=O)c2ccc(C(=O)c3ccccc3)cc2)cc1	2%	-22	/	12	/	/	-10%	-5%	-0.2%	54[activator]	?
Cc1nc2c(C)cccn2c1C(=O)N/N=C/c1ccccc1[N+](=O)[O-]	-2%	20	2%	4	-5%	0	-1%	-21%	-1.0%	1	-16%
CCN1CCN(c2nn3c(=O)c4ccccc4nc3c3ccccc23)CC1	0%	-2	-6%	-7	0%	/	-4%	-16%	-0.5%	9	9%
COc1ccc(CCNC(=O)CS(=O)Cc2nc(-c3ccccc3F)oc2C)cc1OC (stereo not given)	1%	-3	/	-10	-2%	2	4%	2%	-1.0%	26	0%
O=C(CNc1ccccc1)N/N=C/c1ccc([N+](=O)[O-])o1	-3%	-4	-6%	4	1%	1	-11%	6%	-0.1%	-105*	?
Cc1ccc(C)c(NC(=O)c2cc(S(=O)(=O)N3CCCCC3)ccc2N2CCOCC2)c1	2%	-8	/	12	/	/	-1%	-11%	0.0%	-3	-1%
CCN(CC)S(=O)(=O)c1ccc(N2CCOCC2)c(NC(=O)c2cc(=O)[nH]c3ccccc23)c1	2%	-5	-2%	-9	10%	-1	-12%	3%	0.1%	-12	1%
O=C1OC(c2ccc(Cl)cc2)/C(=C(/O)c2ccccc2)C1=O (stereo not given)	0%	2	2%	-3	-3%	18	1%	-5%	0.4%	9	7%
O=C(/C=C/c1ccccc1)NC(N1CCOCC1)C(Cl)(Cl)Cl (stereo not given)	1%	-9	-4%	-4	-1%	3	-10%	-2%	0.2%	-6	?
Cc1oc(C(C)(C)C)cc1C(=O)Nc1ccc2c(c1)OCO2	0%	-1	1%	-3	0%	-2	18%	4%	-1.0%	9	-4%
C(=N\Nc1nn2cnnc2c2ccccc12)/c1ccco1	-4%	13	-7%	8	0%	-4	6%	-6%	0.2%	4	0%
Nc1nc(NCCOCCO)nc(NC2CCCCC2)c1[N+](=O)[O-]	0%	2	/	-30	1%	1	4%	-2%	-0.4%	1	1%
O=C(CSc1nnc2n(C3CCCC3)c(=O)c3ccccc3n12)N1CCCCCC1	-1%	-11	3%	-6	-2%	4	/	9%	-0.3%	-1	?
COc1ccc(S(=O)(=O)NC2CC(=O)N(c3ccccc3)C2)cc1C (stereo not given)	-1%	2	/	-5	/	/	1%	7%	0.1%	4	6%
Cc1ccc(C(=O)COC(=O)CCNS(=O)(=O)c2ccccc2F)cc1	3%	8	/	12	/	/	8%	7%	0.1%	-6	2%
Cc1ccc(CS(=O)(=O)c2cn(CC(=O)N3CCOCC3)c3ccccc23)cc1	-4%	13	-6%	-9	-3%	/	-5%	-18%	0.3%	18	?
Cc1nc(C/C(=N\Nc2ccccc2)c2ccc(O)cc2O)cs1	-1%	21	22%	4	12%	2	?	-14%	0.2%	4	-12%
COc1ccc(/C(O)=C2/C(=O)C(=O)N(c3ncccn3)C2c2ccc(OC)c(OC)c2)cc1 (stereo not given)	0%	9	-4%	-1	1%	-7	7%	-1%	-1.0%	8	0%
COc1ccc(S(=O)(=O)N(C)C[C@H]2Oc3ccc(NC(=O)Nc4ccc(C(F)(F)F)cc4)cc3C(=O)N([C@H](C)CO)C[C@@H]2C)cc1	-12%	-3	/	-8	/	/	13%	16%	0.3%	1	3%
Cc1cc(Nc2ccccc2Cl)n2nnnc2n1	7%	3	-2%	-7	2%	0	14%	10%	0.4%	13	-1%
CC12CS(=O)(=O)CC1SC(=S)N2Cc1ccccc1 (stereo not given)	2%	5	-11%	-1	1%	-3	1%	6%	-0.1%	11	-9%
C/C(=N\NC(=O)c1ccc(NS(=O)(=O)c2cccs2)cc1)c1cccs1	1%	-1	-2%	-8	-1%	5	4%	-6%	-0.1%	12	?
O=C1CC(N2CCSCC2)C(=O)N1c1cccc(Cl)c1 (stereo not given)	4%	-2	-7%	-8	-1%	-1	-12%	-10%	0.0%	23	-3%
O=C(CCn1nnc2ccccc2c1=O)NCC1CCC(C(=O)O)CC1 (stereo not given)	0%	-11	-2%	-3	-2%	3	1%	11%	-0.9%	2	5%
COc1cc(OC)nc(NC(=O)CSc2nc3ccccc3o2)n1	0%	-1	3%	1	-3%	3	-3%	0%	-0.5%	11	?
COc1cc(OC)cc(C(=O)N[C@H](C(=O)OCn2nnc3ccccc3c2=O)C(C)C)c1	-3%	9	1%	4	13%	1	4%	-4%	-0.2%	-9	-11%
CCOc1ccc(OCCNC(=O)c2cc(C3CC3)nc3c2cnn3C(C)C)cc1	0%	2	/	0	/	/	4%	-20%	-0.9%	6	?
Cc1cc(OCC(=O)N(C)C2CCCCC2)ccc1Cl	4%	1	1%	0	1%	2	4%	-5%	0.4%	-14	-20%
CSc1nc(NCc2ccco2)c2c3c(sc2n1)CN(C)CC3	1%	/	2%	/	-1%	0	/	-11%	-0.1%	/	6%
CC(=O)N1c2c(cc(Br)cc2S(=O)(=O)Nc2c(C)n(C)n(-c3ccccc3)c2=O)CC1C (stereo not given)	0%	7	3%	-1	10%	1	4%	6%	0.1%	5	-18%

Full records from above:
COc1cc(OC)cc(C(=O)N[C@H](C(=O)OCn2nnc3ccccc3c2=O)C(C)C)c1 across the screens: USP2a inh = -3%; KCNH2 3.1 block = 9; PKM2 act = 1%; hERG WT inh = 4; GALK inh = 13%; FBPA coupling cs = 1; uPA generation = 4%; Eya2 inh = -4%; B2AR arrestin = -0.2%; Giardia killer = -9; Chronic BCR inh = -11%
O=C(CCn1nnc2ccccc2c1=O)NCC1CCC(C(=O)O)CC1 (stereo not given) across the screens: USP2a inh = 0%; KCNH2 3.1 block = -11; PKM2 act = -2%; hERG WT inh = -3; GALK inh = -2%; FBPA coupling cs = 3; uPA generation = 1%; Eya2 inh = 11%; B2AR arrestin = -0.9%; Giardia killer = 2; Chronic BCR inh = 5%

Carrying on:
SMILES	USP2a inh	KCNH2 3.1 block	PKM2 act	hERG WT inh	GALK inh	FBPA coupling cs	uPA generation	Eya2 inh	B2AR arrestin	Giardia killer	Chronic BCR inh
CCOc1ccc(S(=O)(=O)Nc2nc3ccc(OC)cc3s2)cc1	1%	-3	18%	9	1%	12	2%	10%	-0.7%	11	7%
Cc1[nH]c2ccccc2c1C(=O)C(=O)N1CCN(c2ccccc2Cl)CC1	-4%	-8	/	-8	6%	/	0%	2%	0.3%	-10	-2%
Nc1nc(N)nc(COc2ccccc2)n1	0%	9	-9%	12	0%	0	1%	0%	0.0%	-28	0%
COC(=O)c1n[nH]c2ccccc12	1%	-5	-13%	5	-4%	-2	1%	-8%	-0.6%	-13	-5%
CCN(CC(=O)Nc1sc2c(c1C#N)CCC(C)C2)CC(=O)NC1CCS(=O)(=O)C1 (stereo not given)	-11%	-1	-3%	-4	-2%	8	2%	-6%	-0.6%	15	?
COc1cc(/C=C2\SC(=Nc3ccccc3)N(Cc3ccco3)C2=O)ccc1OC(C)C(=O)O (stereo not given)	-16%	0	26%	-1	-1%	28	1%	-1%	0.0%	8	?
CCCNC(=S)N1CCC(C(=O)c2ccc3c(c2)OCCO3)CC1	0%	-18	0%	2	-1%	-2	-3%	-5%	0.0%	-11	-5%
CCN(CC)c1ccc(S(=O)(=O)N2CCOCC2)cc1NC(=O)c1cc(=O)c2ccccc2o1	4%	-74*	2%	0	1%	0	11%	5%	0.0%	7	2%
COC(=O)[C@H]1C[C@H](C(=O)O)[C@@H](C)C1(C)C	2%	-8	/	2	/	/	13%	-3%	0.0%	-2	0%
N#Cc1cccc(CN2CCCN(Cc3ccc(F)cc3)S2(=O)=O)c1	-1%	10	/	3	-1%	2	-18%	-12%	-0.3%	-4	3%
O=C(Nc1cc(Cl)ccc1N1CCOCC1)c1ccc(F)c(S(=O)(=O)N2CCOCC2)c1	1%	-22	/	17	/	/	-6%	13%	0.2%	1	2%
CC(=O)N1CCN(C(=S)NC(=O)c2ccc(S(=O)(=O)N3CCOCC3)cc2)CC1	0%	11	4%	4	0%	3	0%	9%	-0.1%	6	-5%
COc1ccccc1NS(=O)(=O)c1cccc(NS(=O)(=O)c2cc(C(=O)O)ccc2OC)c1	-1%	-7	/	-4	/	/	0%	1%	-0.1%	1	1%
COc1cc(NC(=O)c2c(F)cccc2F)nc(OC)n1	1%	-25	-10%	0	-3%	/	/	-2%	-0.6%	13	?
COc1cc2c(cc1OC)CN(C(=O)CN1C(=O)NC3(CCCCC3C)C1=O)CC2 (stereo not given)	0%	3	/	-5	/	/	3%	24%	0.2%	9	?
Cc1ccc(NC(=O)NCc2ccc3c(c2)OCO3)cc1C	-5%	6	-2%	-4	0%	-12	1%	-1%	1.0%	-10	?
CC(=O)N(CCc1cccc(C)c1)Cc1cc2ccc(C)cc2[nH]c1=O	-1%	-6	-3%[11.5 µM]	-5	-4%	-1	-8%	-3%	-1.0%	7	-11%
